SENP8 block-1 – blocks human SENP8 cleavage of Nedd8 substrate | Q96LD8 | recombinant SENP8, Nedd8 substrate fluorescence | inhibition, % at 20 µM | actives 0.64% (n = 360,000) | AID 602440; in the data active = inhibition mostly above about 40%, no sharp cut-off; inactive = mostly below about 27%
Target sequence (Q96LD8 whole entry, looked up): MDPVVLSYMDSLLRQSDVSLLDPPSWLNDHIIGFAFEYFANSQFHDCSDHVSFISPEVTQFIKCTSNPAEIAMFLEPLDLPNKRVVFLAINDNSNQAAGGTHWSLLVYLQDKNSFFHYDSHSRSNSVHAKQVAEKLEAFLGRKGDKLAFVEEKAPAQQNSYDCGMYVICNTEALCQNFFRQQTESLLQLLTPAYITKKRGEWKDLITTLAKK
PfG6PD inh – PfG6PD (Plasmodium falciparum) enzyme inhibition; actives 0.78% (n = 350,000); inhibition, % at 20 µM; AID 504690; PfGluPho enzyme, NADPH resazurin-diaphorase fluorescence;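 active = inhibition reaching at least a set limit at 20 µM in the primary screen, cut at about 59% in these data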;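 note: 0% = DMSO wells with substrate and 100% = DMSO wells lacking glucose-6-phosphate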
SENP8 block-2 – SENP8 protease inhibition; Q96LD8; purified SENP8, Z-RLRGG-aminoluciferin cleavage, luminescence; inhibition, % at 10 µM; actives 1.2% (n = 330,000); AID 2540; in the data active = inhibition above about 50%
Apaf1 inhib – human Apaf-1 inhibition; O14727; reconstituted apoptosome caspase-3 activity, DEVD-Rh110 fluorescence; inhibition, % at 20 µM; actives 0.71% (n = 330,000); active = inhibition of at least 40% at 20 µM;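 note: plate controls were DMSO wells for no effect and DEVD-CHO caspase inhibitor wells for full effect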
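System: reconstituted apoptosome with Apaf-1, cytochrome c, caspase-9, procaspase-3, dATP; Signal: Rh110 fluorescence intensity; Schedule: 30 min compound preincubation, 50 min activation, room temperature; Reagent: cytochrome c trigger plus (Z-DEVD)2-Rh110 caspase-3 substrate.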
HKDC1 inhibitor – HKDC1 (human) hexokinase inhibition; recombinant HKDC1, G6PDH/diaphorase resazurin coupled fluorescence; inhibition, % at 20 µM; actives 0.16% (n = 340,000); AID 493160;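 active = inhibition above about 35% when tested at 20 µM, limit read from the data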;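 note: plate controls were DMSO wells with enzyme for no effect and DMSO wells lacking enzyme for full effect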
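test system = in-house recombinant HK5 (HKDC1) enzyme | amount = HKDC1 at 5 µg/mL | control set = DMSO-enzyme wells negative, buffer-substituted wells positive | compound = one dose of 20 µM, 1% DMSO | schedule = reaction time 90 min, room temperature, protected from light | technique = resorufin fluorescence at 613 nm | reagent = glucose with 1 mM ATP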
SENP6 inh – SENP6 protease inhibition; actives 1.8% (n = 330,000); AID 2599; Recombinant SENP6 catalytic domain, aminoluciferin luminescence; inhibition, % at 10 µM; Q9GZR1;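 active = inhibition above about 50% at the single tested dose, limit read from the data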;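 note: plate controls were DMSO wells with enzyme for no effect and DMSO wells lacking enzyme for full effect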
Target sequence (Q9GZR1 628-1112 limits assumed): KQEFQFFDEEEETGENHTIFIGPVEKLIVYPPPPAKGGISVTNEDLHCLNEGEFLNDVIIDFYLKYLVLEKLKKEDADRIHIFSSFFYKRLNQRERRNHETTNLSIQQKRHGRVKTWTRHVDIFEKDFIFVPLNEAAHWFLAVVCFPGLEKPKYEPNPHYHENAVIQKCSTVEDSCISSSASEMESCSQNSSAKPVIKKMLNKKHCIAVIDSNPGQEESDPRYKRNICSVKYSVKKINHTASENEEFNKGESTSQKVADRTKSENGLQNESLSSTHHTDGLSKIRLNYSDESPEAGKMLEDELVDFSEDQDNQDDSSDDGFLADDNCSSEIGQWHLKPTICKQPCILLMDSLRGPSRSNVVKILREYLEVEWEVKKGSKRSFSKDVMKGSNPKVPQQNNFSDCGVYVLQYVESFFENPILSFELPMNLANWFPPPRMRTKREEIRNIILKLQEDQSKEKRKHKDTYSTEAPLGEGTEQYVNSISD
SENP7 block – blocks the human protease SENP7; Q9BQF6; recombinant SENP7, Z-RLRGG-aminoluciferin luminescence, 40 min; inhibition, % at 5 µM; actives 1.5% (n = 330,000);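 active = inhibition above about 50% at the single test dose, limit read from the data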;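 note: plate controls were DMSO with enzyme for no effect and no enzyme buffer wells for full effect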
Target sequence (Q9BQF6 706-1050 limits assumed): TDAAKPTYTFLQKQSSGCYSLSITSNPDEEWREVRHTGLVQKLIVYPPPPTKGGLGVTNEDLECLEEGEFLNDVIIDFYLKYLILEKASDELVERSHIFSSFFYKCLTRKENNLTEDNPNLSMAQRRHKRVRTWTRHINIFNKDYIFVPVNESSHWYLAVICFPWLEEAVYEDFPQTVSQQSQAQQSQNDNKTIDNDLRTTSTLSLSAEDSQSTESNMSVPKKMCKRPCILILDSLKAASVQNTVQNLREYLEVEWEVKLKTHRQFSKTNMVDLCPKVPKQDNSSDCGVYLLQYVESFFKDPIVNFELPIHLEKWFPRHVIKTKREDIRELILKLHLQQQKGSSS
SENP1 inh – SENP1 (human) catalytic domain inhibition. Q9P0U3. actives 0.21% (n = 360,000). recombinant SENP1 catalytic domain, CyPet-SUMO1-YPet FRET cleavage. AID 624204. inhibition, % at 10 µM;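 active = inhibition at least 30% at 10 µM, raw YFP signal under a set limit, fluorescence ratio 0.5 to 1.5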;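 note: 0% = enzyme with DMSO and 100% = no enzyme wells; some results filed as inactive read as strong as hits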
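Material: hSENP1 catalytic domain, recombinant; medium: Tris pH 8 with BME, BSA, NP40 and catalase; compound: single concentration of 10 µM compound, 0.5% DMSO final; technique: FRET read of cyan and yellow fluorescence; timing: 50 min enzyme reaction, room temperature, light-protected; reagent: SFCypet-SUMO1-SFYpet substrate at 25 nM; control set: no-enzyme low, enzyme-DMSO high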
* hit, by the source's call; i = inactive; x = not tested or not shown.

nr	mol	SENP8 block-2	HKDC1 inhibitor	SENP6 inh	SENP8 block-1	SENP1 inh	PfG6PD inh	Apaf1 inhib	SENP7 block
1	COC(=O)c1ccc(C(c2c(C)[nH][nH]c2=O)c2c(C)[nH][nH]c2=O)cc1	-5	0	-24	11	2	5	12	-14
2	COc1cc2c(cc1OC)CN(C(=O)COc1ccccc1[N+](=O)[O-])CC2	-7	-4	-8	10	-1	10	11	-11
3	Cc1cc(NS(=O)(=O)c2ccc(NC(=O)CCSc3ccc(F)cc3)cc2)nc(C)n1	3	30	-4	0	1	-35	-14	-4
4	Cc1ccc(-c2csc(NC(=S)NC(=O)c3cc4ccccc4o3)n2)cc1	-9	10	-30	8	3	1	2	1
5	COc1ccc(Cl)cc1NC(=O)CN(C)C(=O)c1ccc(-n2cncn2)cc1	3	-5	-20	11	3	-12	-7	0
6	O=c1cc(N2CCC3(CC2)OCCO3)[nH]c(=O)n1-c1ccc(Cl)cc1	-7	-7	-6	6	2	-5	-5	-5
7	CCC(=O)c1ccc(OCC(=O)NC2CCN(Cc3ccccc3)CC2)cc1	-4	-6	-9	17	0	-6	1	-1
8	CC(C)n1c(O)c(N=Nc2ccc(Cl)nn2)c2ccccc21	0	20	16	18	17	40	0	1
9	CSc1cccc(NC(=S)N(CCN(C)C)C(C)c2ccccn2)c1 (stereo not drawn)	-5	-4	-3	20	2	3	-10	-1
10	Cn1c(SCC(=O)NC2CC2)nnc1C(F)(F)F	11	-9	-23	9	1	-8	-2	-8
11	C/C=C/C(=O)Nc1cccc(C2=NOC3(C2)C[C@H](C(N)=O)N(C(=O)/C=C/C)C3)c1 (stereo partly drawn)	8	-5	5	18	-2	-6	-7	-2
12	Cc1ccc(CNC(=O)C2CCC(CNS(=O)(=O)c3cccs3)CC2)cc1 (stereo not drawn)	10	-6	-11	8	3	15	8	-5
13	CCNc1nc(NCC)n2c(SCC(=O)Nc3ccc(OC)c(OC)c3)nnc2n1	4	-2	-4	-8	1	-4	-4	-6
14	CC(=O)N(CCCc1ccc(C(C)(C)C)cc1)CCCN(C)C	-1	-4	1	15	2	-12	-5	-2
15	O=CN1CCN(C2CC(=O)N(c3ccc(Br)cc3)C2=O)CC1 (stereo not drawn)	-11	3	0	22	2	-18	6	0
16	CCOC(=O)c1cc(C(=O)OCC)c(=O)[nH]c1N1CCCC1	-5	-7	2	-18	-10	4	-8	9
17	Clc1ccc(Cn2nnc3ccccc32)cc1	3	6	-3	34	2	-17	8	0
18	O=C(Nc1cccc(S(=O)(=O)NC2=NCCC2)c1)c1c(F)cccc1Cl	6	-7	-17	8	0	3	1	4
19	C/C(=N\NC(=O)c1sccc1C)c1ccncc1	-3	-1	-12	-2	1	-4	7	-5
20	Cc1cc(=O)[nH]c(N2CCN(Cc3ccccc3)CC2)n1	1	-14	0	5	2	-6	-19	8

(continued)
nr	mol	SENP8 block-2	HKDC1 inhibitor	SENP6 inh	SENP8 block-1	SENP1 inh	PfG6PD inh	Apaf1 inhib	SENP7 block
21	COc1cc(NC(=O)C(=O)NNC(=O)C2CCCCC2)c(OC)cc1Cl	-5	11	0	9	-1	-17	5	-2
22	CN1C(=O)c2cccc3c(N)ccc(c23)C1=O	1	4	-16	-13	-27	8	-3	-4
23	CCOC(=O)c1[nH]c2ccc(F)cc2c1NC(=O)C(C)N1CCc2cc(OC)c(OC)cc2C1 (stereo not drawn)	-4	0	-5	-284	-2	-12	10	-8
24	O=c1c2ccccc2nc2n1CCCCC2	-3	-8	-27	34	1	4	-4	10
25	Cc1ccc(-n2nc(C)c3c2OC(N)=C(C#N)C3c2ccoc2)cc1 (stereo not drawn)	16	-4	23	-2	-33	13	81*	5
26	O=C(c1ccc(F)cc1)[C@@H]1[C@@H](C(=O)c2ccccc2)[C@@]2(C(=O)Nc3ccccc32)[C@H]2c3ccccc3C=CN12	29	x	46	x	x	x	73*	19
27	CC1CN(S(=O)(=O)c2ccc(C(=O)N(CCCN(C)C)c3nc4c(Cl)cccc4s3)cc2)CC(C)O1 (stereo not drawn)	3	-8	-8	8	0	-11	9	-2
28	CCN(CC)C(=O)C1CCN(c2ncnc3c2cnn3-c2ccc(C)cc2C)CC1	1	-9	-7	21	0	3	-6	-2
29	Cc1noc(C)c1COC(=O)c1cccc(N(C)C)c1	-5	-8	-29	-238	3	-6	-2	7
30	O=C(Nc1nnc(SCc2ccccc2Cl)s1)C1COc2ccccc2O1 (stereo not drawn)	0	7	23	25	2	-34	2	-3
31	CC(=O)Nc1cccc(NC(=O)c2cc(-c3ccccn3)nc3ccc(Cl)cc23)c1	1	5	0	-15	-12	5	-5	-3
32	O=C(CCCc1ccccc1)NCc1ccccc1	2	x	-7	x	x	x	-1	7
33	COc1cccc(N2CCN(C(=O)c3nc4nc(C)cc(C)n4n3)CC2)c1	3	-15	10	6	4	18	-5	3
34	CCOc1ccc(NC(=O)C(C)NC(=O)c2ccccc2Cl)cc1S(=O)(=O)N1CCCC1 (stereo not drawn)	-5	5	7	2	0	-8	-9	6
35	O=C(CCc1ccccc1)NNC(=O)c1ccc(Cl)cc1	-5	-4	8	15	0	-10	3	-5
36	CC(C)(C)C(=O)CSc1ncnc2c1cnn2-c1ccccc1	-16	-5	-42	-36	-1	-1	-5	16
37	Nc1cc(C(=O)OCC(=O)N2CCC(Cc3ccccc3)CC2)ccc1Cl	-3	-1	1	i	1	11	19	6
38	CC1CC(NS(=O)(=O)c2cccs2)CC(C)(C)C1 (stereo not drawn)	8	2	4	-15	-1	3	6	-4
39	O=C(COC(=O)c1ccccc1NC(=O)C1CC1)c1ccc2c(c1)OCCO2	1	x	2	x	x	x	-40	3
40	Cc1cc(C)c(C#N)c(N2CCN(C(=O)C3COc4ccccc4O3)CC2)n1 (stereo not drawn)	-6	-7	-4	-265	-3	-13	6	8

Complete entries, looked up by structure. Screens in order: SENP8 block-2, HKDC1 inhibitor, SENP6 inh, SENP8 block-1, SENP1 inh, PfG6PD inh, Apaf1 inhib, SENP7 block
Shown for COc1cccc(N2CCN(C(=O)c3nc4nc(C)cc(C)n4n3)CC2)c1 : 3, -15, 10, 6, 4, 18, -5, 3
Shown for CC(=O)Nc1cccc(NC(=O)c2cc(-c3ccccn3)nc3ccc(Cl)cc23)c1 : 1, 5, 0, -15, -12, 5, -5, -3
Shown for O=C(CCc1ccccc1)NNC(=O)c1ccc(Cl)cc1 : -5, -4, 8, 15, 0, -10, 3, -5

Remaining list, next part
nr	mol	SENP8 block-2	HKDC1 inhibitor	SENP6 inh	SENP8 block-1	SENP1 inh	PfG6PD inh	Apaf1 inhib	SENP7 block
41	CCOc1cc(CNCC(C)C)cc(Cl)c1OCc1ccccc1	-5	-8	-16	21	1	1	0	-2
42	CCCCN(C(=O)CCCSc1nc2ccccc2[nH]1)c1c(N)n(Cc2ccccc2)c(=O)[nH]c1=O	1	0	5	-16	-6	13	-4	2
43	CCCCc1ccc(-c2nc(-c3ccncc3)no2)cc1	83*	1	21	0	2	7	10	90*
44	CCOc1ccc(CCNS(=O)(=O)c2ccc3c(c2)oc(=O)n3C)cc1OCC	-12	-3	-21	5	5	10	-7	-9
45	CC1CC2(C)Oc3ccccc3C3OCC1(CO)C(C)C32 (stereo not drawn)	5	-8	11	9	0	1	-3	13
46	COc1ccc(C(Nc2cc(C)ccn2)c2ccc3ccc(C)nc3c2O)cc1 (stereo not drawn)	-7	-17	3	11	4	-13	-9	3
47	CCNC(=O)c1cnn(-c2ccccc2)c1-c1ccccc1	2	-5	-4	9	1	3	14	7
48	O=S(=O)(c1ccc(F)cc1)N1CCCC(c2nc(-c3ccc(F)cc3)no2)C1 (stereo not drawn)	5	1	1	12	0	16	8	-6
49	C[C@H](CO)N1C[C@H](C)[C@@H](CN(C)Cc2ccccc2)Oc2c(NS(=O)(=O)c3cn(C)cn3)cccc2C1=O	-23	1	-20	6	-1	-2	7	-9
50	O=C(c1ccncc1)N1CCN(S(=O)(=O)c2ccc(F)cc2)CC1	3	-1	-2	1	1	-5	-16	-5
51	Cc1ccccc1NC(=O)c1cccc2c1C(=O)N(C1CCCCC1)C2	1	-3	2	11	2	4	12	-8
52	C#Cc1cccc(NC(=O)CSc2nnc(-c3ccc(C(F)(F)F)cn3)o2)c1	-13	-3	-22	7	1	11	11	-12
53	CCOC(=O)C1C(c2ccc(O)c(OCC)c2)NC(=S)NC1(O)C(F)(F)F (stereo not drawn)	7	-5	-4	10	1	-5	-9	0
54	COCCNc1nnc(SCC(=O)N(C)c2c(N)n(Cc3ccccc3)c(=O)[nH]c2=O)s1	11	-8	-1	16	0	3	-3	0
55	O=c1[nH]c(/C=C/c2ccccn2)nc2ccccc12	19	7	32	-74	7	4	6	45
56	Cc1cc(C)n(-c2cc(N3CCN(S(=O)(=O)c4ccc5ccccc5c4)CC3)ccc2[N+](=O)[O-])n1	-1	5	-1	30	2	-7	13	2
57	COc1cc(/C=N/N2CCN(c3ccc(Cl)cc3)CC2)cc(OC)c1OC(C)=O	9	-6	8	6	0	17	11	5
58	COC(=O)c1ccc(CSc2ncnc3c2nnn3-c2ccc(F)cc2)o1	-6	8	3	16	1	-10	10	12
59	CCCc1cc(=O)oc2cc(OCC(=O)NCCc3c[nH]c4ccccc34)ccc12	-7	6	-9	36	1	-26	-10	8
60	CC(=O)NC1C(Oc2ccccc2C)OC(CO)C(O)C1O (stereo not drawn)	2	-7	1	11	1	-5	-20	6

Molecules shown so far that have a tert-butyl group (2):
nr	mol	SENP8 block-2	HKDC1 inhibitor	SENP6 inh	SENP8 block-1	SENP1 inh	PfG6PD inh	Apaf1 inhib	SENP7 block
14	CC(=O)N(CCCc1ccc(C(C)(C)C)cc1)CCCN(C)C	-1	-4	1	15	2	-12	-5	-2
36	CC(C)(C)C(=O)CSc1ncnc2c1cnn2-c1ccccc1	-16	-5	-42	-36	-1	-1	-5	16

Remaining list, next part
nr	mol	SENP8 block-2	HKDC1 inhibitor	SENP6 inh	SENP8 block-1	SENP1 inh	PfG6PD inh	Apaf1 inhib	SENP7 block
61	CNc1[nH]ncc1[N+](=O)[O-]	9	-10	-8	7	2	-3	1	3
62	COCCNC(=O)Cn1nc(-c2ccccc2F)ccc1=O	-10	3	-7	4	-1	-13	-12	11
63	COCCOC(=O)c1[nH]c2c(c1C)C(=O)CC(c1ccco1)C2 (stereo not drawn)	2	3	-20	-31	-9	11	-9	-8
64	CCOc1ccc(OCCCC(=O)N(C)CC(=O)Nc2ccc(N3CCOCC3)cc2)cc1	-1	0	-13	8	1	-11	-3	-4
65	CCCCN1C[C@H](CO)Oc2cccc(F)c2S1(=O)=O	x	-7	x	1	0	-10	x	x
66	O=C(Cc1ccccc1)N/N=C/c1ccc(Cl)cc1Cl	-1	-12	-2	21	3	9	1	5
67	COc1ccc(-n2c(COc3ccccc3)nnc2SCC(N)=O)cc1	-2	-2	-11	6	-1	11	3	1
68	O=C(CN1C(=O)/C(=C/c2ccccc2)SC1=S)Nc1cccnc1	-13	-5	7	25	0	-21	15	-2
69	CCOc1cc(N2CCOCC2)c(OCC)cc1NC(=O)CN1C(=O)NC(CC)(c2ccc(F)cc2)C1=O (stereo not drawn)	x	2	x	12	2	9	x	x
70	O=C(O)c1ccc(CS(=O)(=O)c2c(Cl)cccc2Cl)o1	2	-4	17	12	1	-8	3	8
71	CCOC(=O)C1=C(COC(=O)c2cc(OC)c(OC)c(OC)c2)NC(=O)NC1C (stereo not drawn)	2	4	-14	9	3	-6	4	-5
72	CCOC(=O)C1CCCN(C(=O)CCC(=O)Nc2ccc3nc(N4CCOCC4)cc(C)c3c2)C1 (stereo not drawn)	5	3	-10	-287	-1	-7	13	10
73	CC(C)=CC(=O)N1CCCc2ccccc21	-5	-6	-2	1	0	-14	-14	-7
